HTR5A inv ag: counter-screen for OPRM1-OPRD1 inverse agonists: human HTR5A inverse agonism | hit rate 0.083% among 340,000 | HTR5A cell line, luminescence | inhibition, % at 9.3 µM | P47898; in the data active = inhibition mostly above about 23%, no sharp cut-off; inactive = mostly below about 18%;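 note: 0% = cells with DMSO and 100% = no-cell wells with DMSO; some compounds called inactive have numbers as strong as hits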
Target sequence (P47898 whole entry, looked up): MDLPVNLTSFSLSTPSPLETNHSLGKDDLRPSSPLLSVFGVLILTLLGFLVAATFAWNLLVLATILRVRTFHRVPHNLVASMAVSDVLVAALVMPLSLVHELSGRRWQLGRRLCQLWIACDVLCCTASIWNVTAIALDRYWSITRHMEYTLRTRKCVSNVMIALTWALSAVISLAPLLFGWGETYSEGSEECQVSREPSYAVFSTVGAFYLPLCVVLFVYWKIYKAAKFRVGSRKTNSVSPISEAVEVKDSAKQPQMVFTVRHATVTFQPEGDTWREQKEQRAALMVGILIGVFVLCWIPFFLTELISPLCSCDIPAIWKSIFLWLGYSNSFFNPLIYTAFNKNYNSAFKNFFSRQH
Ecoli viability: bacterial growth inhibition, counter-screen for AddAB inhibitors. hit rate 0.27% among 330,000. inhibition, % at 11.9 µM. E. coli V3065 growth, OD600 absorbance, 18 h;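 active = inhibition above the campaign's mean inhibition across all tested compounds plus 3 SD, cut at about 9.9% in these data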;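 note: uninfected addAB+ strain grown without phage in ampicillin broth; 0% = DMSO wells and 100% = ciprofloxacin 0.95 µg/ml wells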
PfHsp90 yeast 2: growth inhibition of yeast expressing Plasmodium Hsp90; AID 504621; hit rate 0.32% among 310,000; inhibition, % at 9.4 µM; S. cerevisiae expressing PfHsp90, BacTiter-Glo ATP, 48 h; yeast lacking PDR1 and PDR3 efflux regulators;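 active = every replicate shows inhibition above about 80%, whatever the replicate mean, limit read from the data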;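 note: 0% = DMSO neutral controls and 100% = 20 µM radicicol positive controls; yeast relying on Plasmodium falciparum Hsp90 in place of its own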
Pemphigus Ab inh: blocks pemphigus antibody binding to human desmoglein-3 | P32926 | AID 588358 | binding (percent of control), % at 10 µM | DSG3-coupled beads, scFv-anti-DSG3-GFP binding, flow cytometry; hits give low values | hit rate 0.48% among 310,000;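 active = binding more than 3 SD below its plate's average and above zero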;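 note: hits lower antibody fragment binding to DSG3; some compounds called inactive have numbers as strong as hits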
phage Ecoli inh: E. coli growth loss with phage present. growth absorbance. inhibition, % at 11.9 µM. hit rate 0.26% among 360,000. AID 651602; in the data active = inhibition above about 11%
AddAB inh: less growth of phage-infected E. coli with AddAB; AID 435030; hit rate 0.29% among 330,000; E. coli expressing H. pylori AddAB, absorbance growth; inhibition, % at 11.9 µM; in the data active = inhibition above about 12%;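 note: 0% = vehicle wells of infected cells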
HTR5A ag: HTR5A agonism, opioid heterodimer counter-screen | P47898 | hit rate 0.61% among 340,000 | activation, % at 9.3 µM | AID 504692 | HTR5A agonist assay, luminescence, cell-based; in the data active = activation mostly above about 9.5%, no sharp cut-off; inactive = mostly below about 7.6%;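 note: 0% = cells with vehicle only and 100% = reference agonist; strong numbers were not always called active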
OPRM1-OPRD1 ag: agonists of human mu-delta opioid receptor heterodimerization; P35372+P41143; activation, % at 9.3 µM; cells, OPRM1-OPRD1 heterodimerization, luminescence; hit rate 0.3% among 340,000; in the data active = activation above about 18%;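 note: 0% = vehicle-treated cells and 100% = reference agonist; values of inactives mirror those of a sister screen read the other way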
SUMO Mot1 rescue: blocks SUMOylation pathway, rescuing yeast Mot1-301 growth. S. cerevisiae Mot1-301 growth rescue, ATP luminescence, 38.5C; percent above DMSO median, 100 means doubled. hit rate 1% among 320,000. growth rescue, % at 18.8 µM. AID 2716;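 active = every valid replicate shows activation above 250% relative to neutral control wells; inactive = the rest, any valid replicate at or below 250%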;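 note: OY570 slx delta 5 strain wells were the positive control but not used for scaling; some compounds called inactive have numbers as strong as hits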
MOR-DOR inv ag: mu-delta opioid heterodimer inverse agonism. inhibition, % at 9.3 µM. P35372+P41143. hit rate 0.21% among 340,000. AID 504357. cell-based MOR-DOR heterodimer luminescence; in the data active = inhibition above about 22%, passing the limit was not always enough;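 note: 0% = cells with DMSO and 100% = wells without cells with DMSO; values of inactives mirror those of a sister screen read the other way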
PKA-R1A act: activators of PKA-R1A complex. P00514+P68181. hit rate 0.083% among 340,000. PKA-R1A dissociation, Cy5-IP20 fluorescence polarization; scaled: DMSO 0%, 113 µM cGMP 100%. AID 504707. activation, % at 11.4 µM;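 active = percent activation above the mean of all tested compounds plus 3 SD, cut at about 19% in these data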;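 note: higher means more PKAc released from R1A so a rise in polarization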
The depositor's hits bear a star; . = not tested or not shown. Outcome played no part in choosing rows, and some 3.2% of all compounds hit somewhere here.

Every second line gives: HTR5A inv ag, Ecoli viability, PfHsp90 yeast 2, Pemphigus Ab inh, phage Ecoli inh, AddAB inh, HTR5A ag, OPRM1-OPRD1 ag, SUMO Mot1 rescue, MOR-DOR inv ag, PKA-R1A act
1	CC(=O)NCC(=O)OCC(=O)N1c2ccccc2Sc2ccccc21
→ -3, -1.3, 1, 96, -0.5, 0.2, 1, -0.2, 65, 1, 9
2	O=c1[nH]c2ccccc2n1C1=CCNCC1
→ -17, ., -1, 125, 2.1, ., 5, -1.0, ., 5, -5
3	CCOC(=O)C1CCN(C(=O)Cc2c(C(=O)O)n(C)c3ccccc23)CC1
→ -10, -2.4, -10, 79, 0.8, 4.6, -1, -0.8, 268, 5, -9
4	CSc1ccccc1NC(=O)CN(C)CC(=O)c1[nH]c(C)c(C(C)=O)c1C
→ -6, 2.3, 11, 121, 1.5, 1.0, 1, -1.5, -13, 8, -11
5	C=CCOC(=O)C1=C[C@H](c2ccccc2)[C@@H](CCCO)[C@H](OCC)O1
→ 17, 0.5, -15, 99, 1.9, 3.9, -7, -0.9, -4, 5, -10
6	Cc1ccc(C2C3C(=O)N(c4ccc(C)cc4)C(=O)C3N3CCCN23)cc1 (configuration not stated)
→ 2, -1.5, 4, 115, 0.8, 1.1, 2, -1.1, 38, 6, 2
7	COCCCNC(=O)c1cn(C)c(=O)c2cc(OC)c(OC)cc12
→ -7, -0.2, 12, 109, 4.0, 1.9, 2, 0.3, -25, -2, -4
8	O=C(CSc1nnc(Cn2nnc3ccccc32)o1)Nc1ccc(Cl)cc1
→ -3, -0.2, -17, 74, 2.8, 3.1, -4, -2.2, 48, 13, -6
9	C/C(=N\Nc1ccc2nncn2n1)c1ccccn1
→ ., 27*, ., 102, 32*, 31*, ., ., 67, ., .
10	O=S(=O)(Nc1ccccn1)c1ccc(C2CCCCC2)cc1
→ 1, 1.6, -82, ., 1.1, 2.1, -3, -4.9, 14, 23, -1
11	Cn1nnnc1Sc1ncnc2scc(-c3ccc(-c4ccccc4)cc3)c12
→ 1, 0.6, -12, 95, 1.1, 2.8, 5, -0.2, 3, 1, -8
12	Cc1onc(-c2ccccc2)c1C(=O)OCC(=O)NCc1ccc(F)cc1
→ -7, -1.3, -22, 99, 3.6, 1.6, -1, 0.6, -13, -3, -15
13	CCOC(=O)c1sc(N2N=C(C)C(N=Nc3cccc(C)c3)C2=O)nc1C (configuration not stated)
→ -1, -0.1, -7, 96, 1.8, -1.6, -4, -2.6, 24, 14, 9
14	COc1ccc2[nH]c(=O)c(CN(CC3CCCO3)C(=S)Nc3ccccc3)cc2c1 (configuration not stated)
→ -3, 1.2, -6, 103, 1.0, -0.7, 1, -1.2, 3, 7, -4
15	Cc1ccc(C(C)NC(=O)CSc2ccc(S(=O)(=O)N3CCOCC3)cn2)cc1C (configuration not stated)
→ -10, -0.2, -12, 114, 7.1, 1.7, 3, -4.9, -16, 18, -4
16	CC(C)CC(=O)Nc1cccc(C(=O)Nc2ccccc2C(=O)O)c1
→ -33, 0.8, -12, 110, 2.4, 1.4, 10, -1.0, -11, 5, -4
17	Cc1nnc(SCC(=O)O)o1
→ 4, 0.9, 20, 78, 5.7, 1.0, -2, -2.1, -12, 10, -6
18	Cc1ccc(OCCCCN2CCc3ccccc3C2)c(C)c1
→ -2, -1.1, 4, 107, 4.3, 0.4, 1, 7.2, 100, -35, -5
19	COc1ccc(C2=NN(C(N)=S)C(c3ccco3)C2)cc1 (configuration not stated)
→ 0, 1.9, -15, 99, 2.6, 5.7, 0, -4.2, -16, 19, -4
20	CCC(=O)N/N=C(\C)CC(=O)Nc1cc(Cl)ccc1C
→ -4, 1.3, -11, 91, 3.2, 1.9, 1, -0.9, -10, 5, 1
21	COCCn1c(N)c(N(Cc2ccccc2)C(=O)CSCC(=O)Nc2ccc(C)cc2)c(=O)[nH]c1=O
→ 20, 1.3, ., 114, 0.7, 0.2, -4, -2.2, 10, 12, -13
22	CCC(=O)Nc1cccc(C2=NOC3(C2)C[C@@H](C(N)=O)N(C(=O)c2ccccc2C(=O)c2ccccc2)C3)c1 (some centres not stated)
→ -29, -0.3, 7, 105, 3.2, 0.9, 10, -0.6, 1, 4, 7
23	CN(c1ccccc1C(=O)Nc1ccc2c(c1)OCCO2)S(C)(=O)=O
→ -1, 0.3, -12, ., 3.1, 0.5, 0, -2.6, 4, 13, -19
24	Cc1ccc(OCC(=O)Nc2ccc(F)cc2)c([N+](=O)[O-])n1
→ 8, 6.9, 17, 96, 4.9, 10, -3, 0.2, -6, -1, -6
25	CC(C)C1Cc2c(sc3[nH]c(=S)n(Cc4ccccc4)c(=O)c23)CO1 (configuration not stated)
→ 0, -2.0, -32, 104, 1.8, -0.8, 0, -3.7, 16, 20, -5
26	C=CCNC(=O)CSc1nc2sc3c(c2c(=O)n1CCC)CCC3
→ -8, -0.6, -14, ., 1.7, 0.7, 3, -2.2, -1, 14, 1
27	CC1(C)SC(=S)N(c2ccccc2)C1/[N+]([O-])=C/c1cccc([N+](=O)[O-])c1 (configuration not stated)
→ ., 0.2, ., 107, 3.2, 2.3, ., ., 7, ., .
28	CCOC(=O)C1=C(C)NC(=S)N(C(C)=O)C1c1ccccc1 (configuration not stated)
→ -18, 2.5, -42, 106, 1.1, 1.3, 7, -2.5, 590, 14, 0
29	CCCCn1c(N)c(Sc2ccc(Cl)cc2)c(=O)[nH]c1=O
→ 7, 0.5, -7, 117, 4.5, 1.1, 1, -2.8, 4, 15, -7
30	CCCn1cc2c(c1-c1cccc(C)c1)c(=O)n(C)c(=O)n2C
→ -25, 2.0, 3, 107, 3.5, 2.7, 9, -1.6, 16, 9, 13
31	Cc1ccsc1C(=O)N(C)CC(=O)N(CC(C)C)c1c(N)n(CC(C)C)c(=O)[nH]c1=O
→ -15, 0.6, 28, 99, 3.0, -0.8, 6, -2.3, 197, 12, 0
32	CN1CCN(CCC(=O)N/N=C/C=C2\N(C)c3ccccc3C2(C)C)CC1
→ -3, 0.6, -23, 157, 3.1, -0.2, 1, -1.2, -6, 6, -8
33	CCCNS(=O)(=O)c1cccc(C(=O)NNC(=O)c2cc(C)oc2C)c1
→ -8, -0.1, ., 103, 0.7, 1.9, 3, -0.3, 64, 2, 0
34	CCOC(=O)Cn1c(O)c(N=NC(=O)OC)c2ccccc21
→ 3, -0.2, -7, 99, 1.4, -1.0, -1, -3.2, -17, 16, 12
35	COc1ccc(C(=O)C2CCCN(C(=O)CCNC(C)=O)C2)cc1OC (configuration not stated)
→ -7, 0.4, -7, 102, 0.2, 4.1, 2, -2.7, -11, 13, 7
36	CN(C)C=Nc1nonc1-c1ccccc1
→ 28, 2.8, 13, ., 2.1, 7.0, 1, -1.6, 2, 8, -11
37	Cc1ccc(S(=O)(=O)N2CCOCC2)cc1C(=O)NCc1cccnc1
→ 5, -3.5, 9, 76, 1.2, 0.2, -2, 1.1, 2, -7, 4
38	CCCCN(CC)CCNC(=O)c1cc2cc3ccc(Cl)cc3nc2o1
→ -12, -0.6, 2, 102, 1.1, -0.7, 3, 0.0, 2, 0, -12
39	O=C(Oc1ccccc1)c1ccc2c(c1)C(=O)N(Cc1ccncc1)C2=O
→ -12, 1.9, -4, 100, 3.3, 0.8, 1, -1.0, -18, 5, 0
40	CCOc1cccc(C(=O)NC2CCCCC2)c1
→ -17, 2.0, 8, 100, 0.6, -0.8, -2, -0.7, 9, 4, -1
41	NS(=O)(=O)c1ccc(CCNC(=O)CCC(=O)c2cccs2)cc1
→ 0, -0.3, -39, ., 5.8, -1.2, 0, -2.0, 22, 8, -15
42	Cc1ccc(OCC(=O)Nc2ccc(C)c(S(=O)(=O)N3CCCCC3)c2)c([N+](=O)[O-])n1
→ -4, -0.3, -25, 102, 4.6, -1.8, 1, 3.9, 9, -24, -18
43	COc1ccc(S(=O)(=O)N2CCC3(CC2)CC(=O)c2ccccc2O3)cc1OC
→ 7, 2.9, -5, 97, 1.9, 0.2, -2, -1.9, 5, 10, -6
44	CCOC(=O)Cc1csc(SCC(=O)NC2CCS(=O)(=O)C2)n1 (configuration not stated)
→ -7, -0.3, -32, 104, 4.5, -0.1, 3, -1.4, -6, 6, 5
45	CC(C)NC(=O)c1cnn2c1NC(c1cccs1)CC2C(F)(F)F (configuration not stated)
→ 1, -2.4, 12, 102, 2.9, 1.9, -2, 1.3, -16, -7, -1
46	CCCCC1=CC2=CC(=O)C(C)(OC(=O)CC)C(=O)C2=CN1CCc1ccc(Br)cc1 (configuration not stated)
→ 4, 0.5, ., 104, 2.7, 3.7, 5, 3.5, 526*, -19, -2
47	Cc1ccsc1S(=O)(=O)N1CCC(CO)(CC2CCCCO2)CC1 (configuration not stated)
→ -13, 3.5, -20, 92, -1.9, 0.5, 4, -1.5, -5, 8, -6
48	NCCC(=O)N1c2ccccc2Sc2ccccc21
→ -16, -1.7, -31, 115, 2.8, -0.7, 4, 0.1, -1, -1, 1
49	CCOC(=O)c1cc(NC(=O)CN2CCCC2)cc(C(=O)OCC)c1
→ -6, -4.1, -1, ., 0.6, 4.1, 2, 3.0, 183, -23, -13
